OXTR potentiator = potentiators of human oxytocin receptor; activation, % at 3 µM; P30559; 320,000 compounds, 0.061% hits; AID 2445; CHO-OTR cells, Fluo-8 calcium fluorescence, potentiator mode; 0% = oxytocin EC15, 100% = EC100;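 active means activation above that plate's cutoff, the mean activation of tested compounds plus 3 SD, cut at about 6.6% in these data, passing the limit was not always enough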;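 further: 100% uses oxytocin at 75 nM as the full agonist control; some results filed as inactive read as strong as hits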
Target sequence (P30559 whole entry, looked up): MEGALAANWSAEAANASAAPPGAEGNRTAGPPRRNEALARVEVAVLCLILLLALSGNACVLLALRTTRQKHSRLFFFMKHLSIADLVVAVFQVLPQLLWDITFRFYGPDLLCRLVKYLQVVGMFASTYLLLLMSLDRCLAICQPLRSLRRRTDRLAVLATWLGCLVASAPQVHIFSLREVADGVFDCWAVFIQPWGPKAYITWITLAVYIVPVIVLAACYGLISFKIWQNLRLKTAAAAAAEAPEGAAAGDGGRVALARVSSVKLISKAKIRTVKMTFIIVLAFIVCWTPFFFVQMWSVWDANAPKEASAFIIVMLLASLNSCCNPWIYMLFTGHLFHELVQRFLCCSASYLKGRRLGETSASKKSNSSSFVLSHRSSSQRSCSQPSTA
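System: human OTR in CHO cells / Also added: sub-maximal oxytocin, roughly EC15 / Control set: EC15 oxytocin low, 75 nM oxytocin high / Schedule: 6 min compound pre-incubation at room temperature, 100 s kinetic read / Compound: single-point 3.0 µM / Replication: singlicate / Technique: Fluo-8 calcium dye fluorescence / Read-out basis: % activation of max/min ratio relative to oxytocin controls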
CHO parental Ca = signal in parental CHO cells, OX1R antagonist counter-screen | 330,000 compounds, 0.63% hits | parental CHO-K1, ATP-induced calcium, Fluo-8 fluorescence | inhibition, % at 5.6 µM | AID 463079;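 active means inhibition above that plate's mean sample inhibition plus 3 SD, cut at about 26% in these data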;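 further: 0% = ATP-challenged DMSO wells and 100% = DMSO wells without ATP; some compounds past the cut are filed as inactive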
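Material: Parental CHO cells | Reagent: ATP | Compound dosing: Single nominal dose of 5.6 µM per compound | Detection: Intracellular calcium via Fluo-8 no-wash fluorescent dye | Read-out: % inhibition of ATP-induced calcium mobilization | Benchmarks: Low control ATP plus DMSO, high control DMSO only | Replicates: Singlicate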
V1aR counter = activates human V1a receptor in oxytocin agonist counter-screen; AID 2797; activation, % at 3 µM; CHO-V1R cells, Fluo-8 calcium fluorescence, agonist mode; 0% DMSO, 100% 3 nM vasopressin; 320,000 compounds, 0.25% hits;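 active means activation above the mean activation of all tested compounds plus 3 SD, per screening run, cut at about 20% in these data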;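 further: signal is peak over basal fluorescence ratio across a 100 second FLIPR read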
GPR7 antag = human neuropeptides B/W receptor 1 antagonism | P48145 | GPR7-expressing cells, fluorescence antagonist assay | inhibition, % at 4.4 µM | 290,000 compounds, 1.1% hits | AID 1861; in the data active means inhibition above about 16%, passing the limit was not always enough;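 further: cells stimulated with the agonist NPW; 0% = agonist with vehicle and 100% = vehicle without agonist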
Target sequence (P48145 whole entry, looked up): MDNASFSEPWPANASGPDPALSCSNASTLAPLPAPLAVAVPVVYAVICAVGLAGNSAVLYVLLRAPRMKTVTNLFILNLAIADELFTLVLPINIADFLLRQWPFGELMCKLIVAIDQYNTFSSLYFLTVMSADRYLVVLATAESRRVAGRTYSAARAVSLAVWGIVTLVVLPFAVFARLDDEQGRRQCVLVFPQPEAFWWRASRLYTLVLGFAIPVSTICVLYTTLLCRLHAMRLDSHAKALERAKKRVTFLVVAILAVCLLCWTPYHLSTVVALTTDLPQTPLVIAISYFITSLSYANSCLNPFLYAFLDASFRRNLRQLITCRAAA
M1 PAM parental = M1 PAM counterscreen hit in parental CHO-K1 cells; activation, % at 3 µM; ATP EC20, Fluo-8 calcium fluorescence; 0% at ATP EC20, 100% at ATP max; 360,000 compounds, 0.02% hits;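 active means activation above the run cutoff, the mean activation of all test compounds plus 3 SD, cut at about 40% in these data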;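 further: peak over basal fluorescence ratio in a 140 s read after ATP addition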
CHO-K1 Ca antag = counter-screen for M1 antagonists: effect in parental CHO-K1 cells. ATP-induced calcium, Fluo-8 fluorescence. 360,000 compounds, 0.6% hits. inhibition, % at 3 µM;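 active means inhibition above a per-plate cutoff, the plate's mean sample inhibition plus 3 SD, cut at about 24% in these data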;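 further: 0% = DMSO plus EC80 ATP and 100% = DMSO alone without ATP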
CHO-K1 Ca ag = M1 agonist counterscreen hit in parental CHO-K1 cells; 360,000 compounds, 0.48% hits; Fluo-8 calcium fluorescence; scaled to maximal ATP response, vehicle zero; activation, % at 3 µM; in the data active means activation above about 15%;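 further: untransfected CHO-K1 host cells lacking M1 receptor as counterscreen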
OXTR agonist = activates the human oxytocin receptor; 320,000 compounds, 0.32% hits; activation, % at 3 µM; CHO-OTR cells, Fluo-8 calcium fluorescence; normalized: DMSO 0%, oxytocin 100%; P30559;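 active means activation above the mean of all tested compounds plus 3 SD, cutoff set per screening run, cut at about 20% in these data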;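 further: peak over basal fluorescence ratio from a 100 s FLIPR kinetic read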
TAAR1 antag = antagonists of human TAAR1; Q96RJ0; CHO RD-HGA16 TAAR1, Fluo-8 calcium fluorescence, antagonist; inhibition, % at 3 µM; 360,000 compounds, 1.5% hits;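 active means inhibition above a per-plate cutoff, the mean inhibition of test compounds on that plate plus 3 SD, cut at about 49% in these data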;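 further: 0% = DMSO plus EC80 beta-PEA response and 100% = DMSO alone without agonist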
Target sequence (Q96RJ0 whole entry, looked up): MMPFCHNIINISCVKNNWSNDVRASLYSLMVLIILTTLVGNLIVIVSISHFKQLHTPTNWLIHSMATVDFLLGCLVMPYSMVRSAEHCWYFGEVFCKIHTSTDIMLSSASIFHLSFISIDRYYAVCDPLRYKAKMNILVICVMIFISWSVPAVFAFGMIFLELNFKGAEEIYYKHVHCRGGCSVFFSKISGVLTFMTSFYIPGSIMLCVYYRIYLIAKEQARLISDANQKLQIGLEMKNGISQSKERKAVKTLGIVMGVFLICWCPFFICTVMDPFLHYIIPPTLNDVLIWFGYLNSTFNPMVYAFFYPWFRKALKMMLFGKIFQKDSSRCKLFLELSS
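Assay system: CHO-derived RD-HGA16 cells stably expressing human TAAR1 plus Gα16. Timing: 140 s kinetic read after compound, 140 s after agonist. Technique: kinetic Fluo-8 calcium fluorescence measurement. Measure: % inhibition of agonist calcium response.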
An asterisk follows results filed as active; nt = no result given.

SMILES	OXTR potentiator	CHO parental Ca	V1aR counter	GPR7 antag	M1 PAM parental	CHO-K1 Ca antag	CHO-K1 Ca ag	OXTR agonist	TAAR1 antag
COc1ccc(OCC(=O)OCC(=O)NC2CC2)cc1	-3.1	-0.8	0.3	nt	-0.2	-14.5	0.2	0.1	-12.6
Cc1nnc2ccc(-c3cccc(NS(=O)(=O)c4cc(F)ccc4F)c3)nn12	-10.7	-12.3	-0.2	nt	13.5	-14.7	1.6	-0.4	11.0
COc1ccccc1N1CCN(C(=O)C2CCCN(S(=O)(=O)c3ccc(C)cc3)C2)CC1 (stereo not drawn)	-4.3	-26.7	9.2	nt	8.8	-15.8	9.8	7.1	13.2
COc1ccc(Cl)cc1NC(=O)CCCNC(=O)c1ccc(Cl)cc1	-13.7	-13.3	0.7	-4.5	2.9	5.6	0.2	-1.3	-17.8
OCCC1CN(Cc2cccc3c2OCO3)CCN1Cc1ccccc1 (stereo not drawn)	1.2	-5.6	0.9	-14.1	3.3	0.7	0.9	0.7	7.1
Cc1ccc(C(=O)NC(=S)Nc2ccc(NC(=O)c3cccs3)cc2)cc1[N+](=O)[O-]	-5.0	-14.2	0.4	-8.5	21.8	-6.5	0.6	-0.1	16.0
Nc1nnnn1/N=C/c1ccccc1C(F)(F)F	-7.4	-6.4	0.9	-1.3	1.9	-2.1	-0.4	-0.5	-3.4
O=C(Nc1ccc2c(c1)OCCO2)c1cccnc1Oc1ccc(Cl)cc1	-1.5	-23.4	-0.9	-15.5	28.0	-11.2	1.8	-2.4	-13.7
CC1CCCC(C)N1C(=O)Cn1c(SCC(=O)NCc2ccc3c(c2)OCO3)nc2ccccc21 (stereo not drawn)	-8.8	-17.2	0.0	-0.8	11.3	-18.7	1.2	0.7	-20.2
Cc1cc(NC(=O)CSc2nc3c(C)cccc3cc2C)no1	-7.8	1.9	0.0	-14.0	-2.3	4.2	0.1	0.1	-3.8
CCCC(=O)Nc1cc(Cl)ccc1C	-13.0	-4.6	-1.0	-0.5	-6.8	-0.1	-0.5	-1.4	6.8
COc1ccc(-n2nnnc2-c2cccnc2)cc1	-9.7	2.7	-0.3	-10.2	5.0	13.8	0.8	0.4	-2.0
COc1ccc(C2C(C(=O)c3ccc(C)o3)=C(O)C(=O)N2Cc2ccco2)cc1OC (stereo not drawn)	-11.9	-17.4	-0.6	6.0	13.6	-13.5	0.9	-0.6	-5.2
CC(C)(C)N1OC2CC1c1nc3ccccc3n1C2 (stereo not drawn)	2.8	-7.8	0.4	nt	8.5	-9.5	1.6	1.3	8.1
CC(=O)c1cccc(NC(=O)CN(c2ccccc2)S(C)(=O)=O)c1	-11.7	-12.7	-1.0	2.5	22.4	-13.9	0.8	0.2	2.7

Continued (3 carried over from the part before).
SMILES	OXTR potentiator	CHO parental Ca	V1aR counter	GPR7 antag	M1 PAM parental	CHO-K1 Ca antag	CHO-K1 Ca ag	OXTR agonist	TAAR1 antag
COc1ccc(C2C(C(=O)c3ccc(C)o3)=C(O)C(=O)N2Cc2ccco2)cc1OC (stereo not drawn)	-11.9	-17.4	-0.6	6.0	13.6	-13.5	0.9	-0.6	-5.2
CC(C)(C)N1OC2CC1c1nc3ccccc3n1C2 (stereo not drawn)	2.8	-7.8	0.4	nt	8.5	-9.5	1.6	1.3	8.1
CC(=O)c1cccc(NC(=O)CN(c2ccccc2)S(C)(=O)=O)c1	-11.7	-12.7	-1.0	2.5	22.4	-13.9	0.8	0.2	2.7
CCCCC1(C)Nc2ccccc2-c2nc3ccccc3n21 (stereo not drawn)	4.5	-18.0	-1.0	-7.5	24.6	-9.5	1.6	-2.1	4.3
O=C(Nc1nc(-c2ccc(-c3ccccc3)cc2)cs1)c1cnccn1	-9.0	-1.5	1.7	-4.0	19.2	-6.7	0.1	0.0	-1.9
CC(=O)N1CCC(N(CCCOC(C)C)C(=O)Nc2ccc(Cl)cc2)CC1	-7.5	13.8	-0.9	-7.0	18.7	-0.9	0.3	-0.7	-3.1
Fc1ccccc1NC(=S)N1CCN(Cc2ccc3c(c2)OCO3)CC1	-3.4	2.9	0.1	-9.1	-5.0	9.1	0.1	1.2	3.9
COc1cccc(N/C(N)=N/c2nc(C(F)(F)F)cc(=O)[nH]2)c1	-10.8	-13.6	-0.1	-6.3	18.0	7.8	17.9*	-1.2	-3.8
CCn1c(SCC(=O)Nc2cccc(NC(C)=O)c2)nc2c([nH]c3ccccc32)c1=O	-2.6	-1.8	0.0	-17.1	20.8	0.4	0.2	0.8	-35.3
CCNc1nc(C(=O)O)nc(N2CCOCC2)n1	-9.0	-0.4	0.6	-12.8	-7.5	-5.0	0.3	-0.5	-33.9
O=C(c1ccc(S(=O)(=O)NCc2ccco2)cc1)N1CCCC1	-11.4	1.0	0.7	4.9	0.8	6.2	-0.1	0.5	5.1
Cc1ccc(C)c(OCC(=O)N2CCN(C(=O)c3ccco3)CC2)c1	-8.0	-16.2	0.2	-3.4	16.7	-6.2	0.7	0.8	-7.0
CCN1CCS/C1=C\C=C\C1=[N+](CC)CCS1	nt	nt	nt	10.8	18.3	-11.6	2.9	nt	24.9
COc1ccc(NC(=O)CCN2C(=O)c3ccccc3C2=O)c(OC)c1	-10.1	-15.8	-0.2	-4.0	14.0	-4.7	0.0	-0.3	-0.6
CC1CCCN(C(=O)COC(=O)c2n[nH]c3ccccc23)C1 (stereo not drawn)	-9.1	-6.4	1.8	-10.2	8.0	-7.3	0.1	0.2	3.0
S=c1[nH]nc(COc2ccc3c(c2)OCO3)n1-c1ccccc1	-27.8	-12.0	0.8	-3.8	9.3	-4.8	0.4	0.7	1.3
CCn1cc(CNCc2cn(-c3ccccc3C)nc2-c2ccc(OC)c(F)c2)cn1	-4.2	-29.7	1.8	8.0	12.8	-20.8	1.9	4.5	-16.9
Cc1cc(S(=O)(=O)N(C)CCc2ccccc2)ccc1-n1cnnn1	-12.1	-7.3	3.2	-4.5	3.0	-11.1	2.2	6.0	-16.4
O=C(Nc1cccc(Cl)c1)c1ccc(F)c(S(=O)(=O)NCc2ccc3c(c2)OCO3)c1	-16.7	-6.2	3.5	0.1	11.6	5.4	3.1	1.1	0.3
O=C(c1ccc(Cl)cc1)N1CCN(c2ncccn2)CC1	-7.0	-3.7	0.3	-7.0	18.0	-13.2	3.8	0.3	-1.9
CCCCc1nc2cc(C(=O)N3CCCCC3C(=O)OC)ccc2o1 (stereo not drawn)	-6.8	-13.6	1.3	2.4	9.3	-1.9	8.4	-0.5	-18.8
COCCNC(=O)CN(C)S(=O)(=O)c1ccc(Br)cc1	1.8	-2.3	0.6	-12.3	18.0	6.5	9.7	0.9	1.0
COc1ccc(CCN(C(=O)c2snc(C(N)=O)c2N)C(C(=O)NCC2CCCO2)c2ccc(F)cc2)cc1OC (stereo not drawn)	nt	nt	nt	-20.4	-10.5	1.6	6.4	nt	58.4*
CCC(C)(C)NC(=O)CN(C(=O)c1csnn1)c1ccccc1-c1ccccc1	-3.3	-23.6	1.4	-11.4	9.3	-4.6	0.1	0.1	-2.0
COc1ccccc1Cc1nnnn1CC(=O)O	-2.5	-5.5	0.3	10.1	1.1	-24.1	0.1	-0.1	-11.8
COc1ccc(-c2nc(N)ncc2-c2csc(C)n2)c(O)c1OC	-5.2	-8.2	0.6	-7.5	6.4	-5.0	0.4	0.7	10.4
Cc1nc(SCc2ccc([N+](=O)[O-])cc2)nc2ccccc12	-9.5	-39.1	-0.1	-6.6	6.3	8.3	0.1	-0.4	24.7
Cc1ccc(C(=O)N2CCN(S(=O)(=O)c3ccccc3C#N)CC2)cc1S(=O)(=O)N1CCOCC1	-3.1	-11.1	0.7	nt	8.6	2.1	1.0	0.6	7.3
CCC(C(=O)OC(C)C)c1ccc2ccccc2c1 (stereo not drawn)	-1.4	-8.8	-0.7	nt	32.6	-16.8	0.8	-1.5	7.3
CCOC(=O)C(C)NC(=O)c1cn(-c2ccc(OC)cc2)c(=O)c2ccccc12 (stereo not drawn)	-8.9	-19.5	-0.4	-0.5	0.8	-17.5	-1.0	-1.4	-15.8
O=C(NCc1ccccc1F)C1CCN(C(=O)NCc2ccccc2)CC1	1.4	-11.5	0.4	3.9	-0.5	12.5	0.2	1.2	6.5
C[C@@H]1COc2cc(N3CCN(Cc4ccccc4F)CC3)ccc2S(=O)(=O)N1	nt	nt	nt	nt	16.0	-16.5	3.3	nt	-7.4
Cn1c(N)c(C(=O)COC(=O)/C=C/c2ccc(Cl)cc2Cl)c(=O)n(C)c1=O	-5.6	-4.5	3.7	nt	5.3	-0.5	0.5	3.5	-32.8
Cn1c(N)c(C(=O)COC(=O)c2ccc(Cl)c(S(=O)(=O)N3CCCC3)c2)c(=O)n(C)c1=O	-11.4	-4.4	1.5	-6.9	11.6	0.8	7.8	0.8	-5.5
Cc1cccc(N(C(=O)c2csnn2)C(C(=O)NCc2ccccc2)c2cccs2)c1 (stereo not drawn)	-2.4	-29.4	-0.7	4.2	5.8	-12.6	0.6	-0.2	-2.7
CCOC(=O)C1=C(CN2CCN(C(=O)c3ccco3)CC2)NC(=O)NC1c1ccc(Cl)cc1 (stereo not drawn)	-2.8	-40.4	1.8	-3.8	-4.7	-9.7	0.7	0.5	-8.9
N#Cc1ccc(-c2nc3ccc(Br)cn3c2Cc2cccc(F)c2)cc1	nt	nt	nt	nt	-4.2	3.3	0.3	nt	11.9
CC(C)CN1C(=O)/C(=C/c2cccs2)NC1=S	-2.4	-13.7	-0.4	-7.2	7.4	4.2	0.7	-1.8	-4.7
CC(=O)N(/N=C/c1ccc(C)cc1)c1nc(CCl)cs1	-0.9	-4.0	0.5	-3.3	12.8	-15.3	1.2	1.6	1.2
Cc1sc2nc(-c3ccncc3)[nH]c(=O)c2c1-c1ccccc1	5.3	-6.1	-0.4	-7.3	nt	nt	nt	1.0	nt
COc1ccc(-c2cc(C(=O)N3CC4(C)CC3CC(C)(C)C4)no2)cc1OC (stereo not drawn)	-5.2	-39.0	0.0	-6.0	18.4	-15.0	0.5	-0.3	-23.5
CN(C)c1ncnc2c1ncn2[C@H]1CN(Cc2ccccc2)C[C@@H](CO)O1	nt	nt	nt	nt	21.4	-20.2	0.5	nt	-12.5
COc1ccc2[nH]c3c(C)c4ccncc4c(C)c3c2c1	2.5	4.9	-0.5	-7.1	4.9	-2.4	0.1	-0.7	-6.1
COc1ccc(N2CCN(C(c3cccs3)C(C)NC(=O)c3ccco3)CC2)cc1 (stereo not drawn)	-3.9	-13.3	-0.6	-8.1	10.4	-4.4	3.6	-1.3	5.6
CCOC(=O)CSc1nnc(NC(=O)c2ccco2)s1	-0.7	-11.3	0.6	-4.2	9.3	-7.6	1.4	-1.1	-24.5

Source: PubChem BioAssay (The Scripps Research Institute Molecular Screening Center)

This is a random part of the collection (roughly 3.5% active in at least one column).
